# Assay outcomes from PubChem.
# Tau fluor counter: counter-screen for tau fibril formation inhibitors; tau K18 P301L Alexa594 fluorescence, heparin fibrillization; Potency, µM (titrated, usually from 57.7 µM), for inactives: at the top dose activity change, negative = decrease; hit rate 0.93% among 280,000; AID 1463; note: nearly all actives have a fitted effect of over 55% in size
#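 Human tau K18 P301L (15 uM unlabeled, 0.24 uM Alexa 594-labeled) in 100 mM sodium acetate pH 7 with 20 uM heparin, 6 hr at 37 C. ThT 30 uM added, 1 hr ambient; Alexa 594 FP and total fluorescence read at 555/632 nm.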
# TexasRed fluor: counter-screen for TRb-SRC2 inhibitors: fluorescence interference; TRb/SRC2 Texas Red total fluorescence interference; Potency, µM (titrated, usually from 106 µM), for inactives: at the top dose fluorescence change, negative = quenching; hit rate 0.29% among 280,000; active = well fitted curve in either direction with a large enough effect; inconclusive = small, poorly fitted or top-dose-only effect
#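 Human TRb ligand-binding domain at 0.6 uM with 20 nM Texas Red SRC2 peptide in Tris buffer containing 1 uM T3 and 5% DMSO, incubated with compound 5 h at ambient temperature. Total fluorescence (555/632 nm) calculated as parallel + 2 × perpendicular.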
# L3MBTL1 block: blocks human L3MBTL1; AlphaScreen L3MBTL1–H3K9me1 peptide binding; Potency, µM (top dose mostly 57.1 µM), inactives show at the top dose activity, negative = inhibition, most hits filed as inhibitors; hit rate 0.66% among 230,000; AID 485360; note: nearly all actives have a fitted effect of over 60% in size
#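 First, the protein-peptide complex forms for 30 min at room temperature (L3MBTL1 50 nM, biotinylated H3K9me1 peptide 75 nM). Next, compounds are pin-transferred and incubated 30 min. Finally, AlphaScreen beads are added and read after 30 min.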
# TRb SRC2 PPI: TRbeta-SRC2 interaction inhibition | P10828 | TRbeta-SRC2 peptide binding, fluorescence polarization; receptor liganded with 1 µM T3 | Potency, µM (series often up to 106 µM), for the others: at the highest dose activity change, negative = inhibition, actives largely listed as inhibitors | hit rate 0.065% among 280,000 | AID 1469;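 note: plate controls were bound peptide for no effect and peptide without receptor for full effect; nearly all actives have a fitted effect of over 50% in size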
#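 Polarization signal, normalized between peptide-alone and full complex controls, measured compound effects on T3-liganded human TRb LBD (0.6 uM) binding 20 nM Texas Red SRC2 peptide after 5 hr.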
# GLA spleen mod: inhibitors or activators of human alpha-galactosidase in spleen homogenate. human spleen homogenate, 4MU-alpha-Gal fluorescence, 40 min. P06280. Potency, µM (top dose mostly 80 µM), for inactives: at the top dose activity change, negative = inhibition, most hits filed as inhibitors. hit rate 0.008% among 240,000;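 note: 0% = enzyme with vehicle and -100% = no enzyme basal signal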
#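 Spleen homogenate 1 ug + cpd (titration) + 4-MU-alpha-D-galactopyranoside 1 mM; 37C 40 min; 50 mM citrate/phosphate pH 5.0, 0.01% Tween-20; stop pH 10; fluorescence 365/440; AC50 via Hill.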
# ALDH1A1 inh: ALDH1A1 (human) enzyme inhibition | P00352 | Purified ALDH1A1, NADH fluorescence, propionaldehyde substrate | Potency, µM (highest dose often 75.3 µM), without a hit: top-dose activity, negative = inhibition, usual class: inhibitors | hit rate 7.3% among 220,000 | AID 1030; active = well fitted inhibition curve with a large enough effect, not every such curve was filed as active; inconclusive = small, poorly fitted or top-dose-only effect, or another doubt; inactive = no such curve, though single readings can be large or run the other way;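 note: plate controls were no enzyme wells and a reference inhibitor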
# Target sequence (P00352 whole entry, looked up): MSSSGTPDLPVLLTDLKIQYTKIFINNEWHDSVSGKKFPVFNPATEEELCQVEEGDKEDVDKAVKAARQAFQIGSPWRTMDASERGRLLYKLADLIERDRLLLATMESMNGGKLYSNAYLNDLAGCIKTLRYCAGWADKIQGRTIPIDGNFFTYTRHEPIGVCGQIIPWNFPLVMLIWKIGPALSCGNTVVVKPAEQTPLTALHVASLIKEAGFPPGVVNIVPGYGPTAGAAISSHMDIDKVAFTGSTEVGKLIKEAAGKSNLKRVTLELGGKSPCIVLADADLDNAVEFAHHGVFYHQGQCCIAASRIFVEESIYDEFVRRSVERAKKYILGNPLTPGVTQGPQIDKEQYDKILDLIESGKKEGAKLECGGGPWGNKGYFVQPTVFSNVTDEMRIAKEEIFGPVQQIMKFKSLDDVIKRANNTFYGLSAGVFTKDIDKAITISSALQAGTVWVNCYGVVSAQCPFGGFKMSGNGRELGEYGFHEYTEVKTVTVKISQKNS
# Tau fibril FP: tau fibrillization inhibition (FP); K18 P301L tau heparin fibrillization, Alexa594 FP, 6 h; hit rate 0.39% among 280,000; Potency, µM (highest dose often 57.7 µM), without a hit: at the top dose activity, negative = inhibition, actives largely listed as inhibitors; AID 1468; P10636; note: nearly all actives have a fitted effect of over 55% in size
# Target sequence (P10636 561-689 P618L limits assumed): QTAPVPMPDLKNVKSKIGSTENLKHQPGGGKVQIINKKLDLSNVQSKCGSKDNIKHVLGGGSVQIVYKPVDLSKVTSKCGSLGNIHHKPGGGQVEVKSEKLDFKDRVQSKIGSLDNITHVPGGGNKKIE
#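 Recombinant K18 P301L […], labeled with Alexa 594 at 0.24 uM over 15 uM unlabeled; heparin inducer 20 uM final; 37 C, 6 hr; FP endpoint.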
# Tau fibril ThT: tau fibrillization inhibition (ThT binding) | recombinant tau K18 P301L (four-repeat tau fragment), heparin-induced fibrillization, ThT fluorescence | Potency, µM (highest dose often 57.4 µM), for the others: at the top dose activity, negative = inhibition, actives largely listed as inhibitors | hit rate 2.1% among 270,000; note: nearly all actives have a fitted effect of over 55% in size
#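 Aggregation was driven by heparin (20 uM final) acting on recombinant tau […] bearing P301L in 100 mM sodium acetate pH 7; fibrils were detected with Thioflavin T.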
# * marks the source's active call; other numbers are inactive results; ? = inconclusive; / = not tested or not shown; [ ] = another dose, or the depositor's remark. Unless noted, calls come from the whole dose curve; as a rule, active = well fitted curve in the direction sought with a large enough effect; inconclusive = small, poorly fitted or top-dose-only effect, or another doubt; inactive = no such curve, though single readings can be large; an effect the other way counts as inactive or inconclusive. Unless noted, % is set by controls: 0 for no effect and ±100 for the full control effect; potency is the fitted concentration of half-maximal effect. The order is random; overall some 8.5% were active at least once.
SMILES,Tau fluor counter,TexasRed fluor,L3MBTL1 block,TRb SRC2 PPI,GLA spleen mod,ALDH1A1 inh,Tau fibril FP,Tau fibril ThT
CC(C)Oc1ccc(CCc2nnc(SC(C)C(=O)O)n2-c2ccccc2)cc1 (stereo not given),-2%,1%,4%,-2%,0%,-5%,4%,-4%
CCOc1cccc(C(=O)Nc2cc(-c3ccc(C)cc3)no2)c1,-28%,-24%,/,5%,/,/,?,?
O=S(=O)(NCc1nc2cccnc2n1Cc1ccc(F)cc1)c1ccc(Cl)s1,-10%,-1%,/,-1%,/,/,3%,7%
COc1cc(C)ccc1OCCSc1nc2ccc(NC(=O)c3cccs3)cc2s1,5µM*[quencher],2%,/,3%,/,/,10µM*,1%
COc1cccc(/C=C/C(=O)OCC(=O)Nc2cc(S(=O)(=O)N3CCOCC3)ccc2C)c1,-21%,0%,/,-2%,2%,?,-4%,-4%
Cc1cc(C)n(CCC(=O)N/N=C/c2ccccc2O)n1,-3%,-5%,-4%,1%,7%,-9%,-6%,-1%
C/C(=N\NC(N)=O)C1CC(CC(C)C)C(=O)O1 (stereo not given),2%,-4%,2%,-7%,-8%,-9%,0%,-4%
COc1ccc(OC)c(C2NC(=S)NC(C)=C2C(=O)Nc2ccccn2)c1 (stereo not given),-7%,-2%,0%,-2%,4%,-4%,-5%,-5%
COc1ccccc1NC(=S)N1CCC(NC(=O)C23CC4CC(CC(C4)C2)C3)CC1,-5%,-3%,7%,-4%,2%,-2%,5%,-8%
COc1ccc(OC)c(S(=O)(=O)N2CCCCC2C(=O)N2CCN(c3ccccn3)CC2)c1 (stereo not given),-13%,-5%,-5%,-8%,1%,?,0%,?
Cc1cc(N(C)C)ccc1N=Nc1ccc2ncccc2c1,?,-7%,8.9µM*,2%,2%,-11%,11%,0.5µM*
COc1ccccc1N1CCN(Cc2nc(N)nc(Nc3ccc(C)cc3)n2)CC1,-9%,-2%,/,-8%,5%,?,3%,?
CCN(CC)c1ccc([N+](=O)[O-])cc1/C=N/NC(=O)CC#N,-12%,-1%,-10%,2%,1%,?,3%,?
Cc1ccccc1OCC(O)Cn1c(=N)n(Cc2ccccc2)c2ccccc21 (stereo not given),?,-2%,/,-4%,9%,/,?,/
CCN(CC)S(=O)(=O)c1cc(NC(=O)COC(=O)Cn2cnc3ccccc32)ccc1C,-15%,-1%,3%,-4%,26%,20µM*,-15%,-5%
CC1CCc2nc3ncn(CC(=O)Nc4cccc(C#N)c4)c(=O)c3cc2C1 (stereo not given),-10%,0%,/,15%,/,/,-6%,6%
CC1CCC(NC(=O)C2c3ccccc3C(=O)N2CCCN2CCOCC2)CC1 (stereo not given),4%,-3%,-3%,-5%,-3%,-1%,-3%,-3%
C=CCN1C(=O)C(O)(CC(=O)c2ccccn2)c2ccccc21 (stereo not given),6%,0%,0%,1%,0%,0.35µM*,-2%,-3%
C/C(=N\NC(=O)c1cc(C)oc1C)c1ccc(N2CCOCC2)cc1,-7%,0%,2%,8%,3%,-3%,-8%,?
Cc1ccc2nc(-c3ccc(NC(=O)CCS(=O)(=O)c4ccccc4)cc3)sc2c1,-21%,4%,5%,1%,3%,?,?,?
Cc1nnc(NC(=O)CSc2nnc(-c3ccoc3C)n2CC(C)C)s1,10%,0%,37%[activator],-7%,?,-9%,-9%,25%
COc1ccc(-c2c3c(nc4sc5c(Cl)nc(C)nc5c24)CCC3)cc1,-5%,0%,/,2%,6%,9%,6%,-8%
O=C(O)c1ccc2c(c1)N(Cc1ccc(F)cc1)C(=O)c1ccccc1S2=O (stereo not given),1%,-3%,/,4%,/,/,10%,-3%
C=CCC1(N(C(C)=O)c2ccccc2)CCCCC1,-6%,1%,2%,2%,2%,?,6%,-6%
Cc1ccc2cccc(SCC(=O)NCC#N)c2n1,6%,-4%,6%,-2%,5%,?,-1%,-3%
O=S(=O)(c1cccc(-c2n[nH]c(=S)n2C2CCCC2)c1)N1CCOCC1,-10%,-3%,/,2%,2%,-3%,-4%,-7%
O=C(CSc1nc2ccccc2[nH]1)c1ccc2c(c1)OCO2,-2%,1%,5%,-14%,2%,28µM*,7%,-14%
Cc1ccc(OCCSc2nc3ccc(NC(=O)c4ccc(F)cc4)cc3s2)cc1,-1%,23%,/,-24%,/,/,-11%,-11%
CC(C)OCCCN1C(=O)c2[nH]nc(-c3ccccc3O)c2C1c1cccc(OCc2ccccc2)c1 (stereo not given),-26%,6%,/,-5%,/,/,?,5%
O=C(N/N=C/c1ccc(OCc2ccccc2)cc1)c1cc[n+](Cc2ccccc2)cc1,-22%,0%,-26%,3%,0%,-14%,8%,?
CC(=O)NCc1nc2ccccc2n1Cc1ccccc1F,2%,-2%,13%,-12%,-19%,6%,-2%,-5%
CC1CCCCC1N=C1NC(C)(C)CS1 (stereo not given),-2%,-1%,-12%,4%,-1%,5%,8%,-2%
O=c1ccn(C2OC(COP(=O)(O)OP(=O)(O)OP(=O)(O)O)C(O)C2O)c(=O)[nH]1 (stereo not given),-7%,-42%,/,-10%,-1%,-1%,-6%,2%
O=C(Oc1ccccc1)n1c(=S)oc2ccccc21,-8%,-4%,5%,3%,8%,?,-6%,-8%
COc1ccccc1C(CCN(Cc1cccs1)C(C)=O)c1ccco1 (stereo not given),-6%,1%,-2%,4%,4%,8.9µM*,-4%,?
CCNC(=O)c1c(C)[nH]c(C(=O)OCC)c1C,0%,-1%,-7%,0%,-8%,10%,-7%,8%
O=C(NC1CC1)c1ccc2c(c1)C1C3CCC(C3)C1C(c1ccccc1)N2 (stereo not given),-19%,-2%[53 µM],-12%,1%[53 µM],17%,-3%,-1%,-11%
Cc1cc(C)nc(NS(=O)(=O)c2ccc(N/C=C/C(=O)c3ccc(Cl)c(Cl)c3)cc2)n1,-3%,2%,10%,-3%,-8%,3%,0%,-6%
CC(C)Cc1cc(C(=O)NCCN2CCOCC2)no1,-7%,-2%,2%,9%,1%,25%,-4%,-1%
CC(=O)Oc1ccccc1C1=NN(C(C)=O)C(c2ccccc2)C1 (stereo not given),-7%,-3%,-1%,-2%,14%,-3%,7%,-9%
COCCCNC(=O)CSc1nc2ccccc2c(=O)n1Cc1ccco1,2%,-3%,/,-1%,/,/,1%,10%
O=C(Nc1ncccn1)c1ccc(C(F)(F)F)cc1,-6%,-8%,-3%,3%,-20%,-1%,-9%,-9%
Cc1cc(/C=C2\SC(=Nc3ccccc3)NC2=O)c(C)n1-c1ccc(S(N)(=O)=O)cc1,?,1%,-4%,10%,1%,28µM*,-3%,?
Cc1ccc(C(=O)N2CCN(Cc3ccc4c(c3)OCO4)CC2)cc1[N+](=O)[O-],-2%,1%,-10%,5%,-6%,13µM*,5%,2%
Fc1cccc(-c2nnn3c2nc(NCCc2ccccc2)c2ccccc23)c1,-2%,1%,/,-9%,/,/,-12%,-1%
N#Cc1cn(CC(=O)NCC2CCCO2)c2ccccc12 (stereo not given),-2%,-5%,3%,1%,-6%,-2%,4%,5%
